PrPC surface inh – cell surface PrPC inhibition, primary TR-FRET screen; TR-FRET read-out; actives 0.43% (n = 370,000); inhibition, % at 13.8 µM; P04156; in the data active = inhibition above about 24%; also: 0% = median of the test wells and 100% = reference compound wells
FadD28 binding – inhibitors of Mycobacterium tuberculosis FadD28 bisubstrate binding; FadD28 bisubstrate probe binding, fluorescence polarization; inhibition, % at 12.5 µM; actives 0.22% (n = 360,000); AID 588549; in the data active = inhibition above about 8.5%, passing the limit was not always enough; inconclusive = no clear call, values can overlap the other calls
Y pestis TopoI – inhibitors of Yersinia pestis topoisomerase I; Y. pestis Topo-I cleavage product accumulation, plate reader; activity, % at 10 µM; actives 0.064% (n = 360,000); in the data active = activity above about 50%, passing the limit was not always enough; inconclusive = no clear call, values can overlap the other calls; also: inactives centre near 2
CCHF vOTU inh – blocks the CCHF virus ovarian tumor domain protease; CCHFV vOTU protease, Pep-AMC fluorescence; inhibition, % at 11.5 µM; actives 0.55% (n = 370,000); AID 651958; in the data active = inhibition above about 30%; also: 0% = vehicle wells with enzyme and 100% = no enzyme wells
TcdB inh – blocks C. difficile toxin B glycohydrolase activity. TcdB glycohydrolase enzymatic assay, plate reader. actives 0.24% (n = 350,000). inhibition, % at 9.99 µM; in the data active = inhibition above about 10%
PfHsp40 yeast – restores yeast growth despite PfHsp40 toxicity; S. cerevisiae expressing PfHsp40, growth rescue, ATP luminescence; growth rescue, % at 12.5 µM; actives 0.68% (n = 340,000); in the data active = growth rescue above about 28%, passing the limit was not always enough; inconclusive = no clear call, values can overlap the other calls;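 also: yeast W303a lacking pdr1 and pdr3 grown in galactose medium; growth measured after three days at 30 °C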
Anthrax LF prot – anthrax lethal factor protease inhibition. multiplex microsphere protease cleavage assay, LF. inhibition, % at 10 µM. AID 588501. actives 0.12% (n = 360,000). P15917; also: plate controls were buffer without enzyme for full effect and enzyme alone for no effect
BoNT F protease – inhibitors of Botulinum neurotoxin F light chain protease | Multiplex microsphere protease cleavage assay, flow cytometry | inhibition, % at 10 µM | actives 0.22% (n = 360,000) | AID 588497; in the data active = inhibition above about 35%, passing the limit was not always enough; inconclusive = no clear call, values can overlap the other calls; also: plate controls were buffer without enzyme for full effect and enzyme alone for no effect
BoNT-A LC inh2 – BoNT A light chain protease inhibition; multiplex microsphere protease substrate cleavage, flow cytometry; inhibition, % at 10 µM; actives 0.17% (n = 360,000); AID 588499; also: plate controls were buffer without enzyme for full effect and enzyme alone for no effect
An asterisk follows results filed as active; ? = inconclusive; . = no result given. Rule as the data show it, unless noted: active = inhibition above about 30%; inconclusive = no clear call, values can overlap the other calls; inactive = below that.

Start of the data: the first 13 compounds, ahead of the listing:
1: Cc1ccc(S(=O)(=O)N2CCOCC2)cc1NC(=O)COc1ncnc2ccccc12
2: COc1ccc(CCNC(=O)c2cc(-c3ccncc3)nc3ccc(S(=O)(=O)N4CCOCC4)cc23)cc1OC
3: COc1ccc(/C=C/C(=O)N(C)C2CCS(=O)(=O)C2)cc1OC (stereo not given)
4: COCCCN(C(=O)CCOc1ccc(C(C)(C)C)cc1)c1c(N)n(Cc2ccccc2)c(=O)[nH]c1=O
5: O=C(Cc1cccs1)N1CCN(S(=O)(=O)c2ccc(Br)cc2)CC1
6: COc1ccc(C(C)=O)cc1COC(=O)CSCC(=O)Nc1ccc(C)cc1
7: Cn1nnnc1SCC(=O)N1c2ccccc2Sc2ccccc21
8: COc1cccc(C(=O)NC(=S)NCc2ccco2)c1
9: CCn1c(=O)c2c(nc3n2CCCN3CCc2ccc(OC)c(OC)c2)n(C)c1=O
10: CC(C)OC(=O)CC1C(=O)NCCN1C(=O)COc1ccc(C(C)(C)C)cc1 (stereo not given)
11: CCCNC(=O)C1CC(c2ccc(C(F)(F)F)cc2)=NO1 (stereo not given)
12: COc1cc(/C=N/NC(=O)c2ccc(-c3ccccc3)cc2)cc(OC)c1OC

entry no. | 1 | 2 | 3 | 4 | 5 | 6 | 7 | 8 | 9 | 10 | 11 | 12
PrPC surface inh | 7 | -4 | 0 | 3 | 2 | -6 | 5 | 7 | -3 | 8 | -2 | 6
FadD28 binding | -2.2 | -1.7 | -2.9 | -1.0 | -3.5 | -1.0 | -3.1 | -3.3 | . | -6.1 | -3.6 | -6.7
Y pestis TopoI | 5 | -2 | 0 | 25 | 14 | 15 | 2 | 1 | 6 | 13 | 5 | 22
CCHF vOTU inh | -4 | -11 | -4 | 4 | -1 | -4 | 19 | -10 | -12 | -12 | 8 | -21
TcdB inh | . | 1.1 | 2.1 | -0.6 | 0.3 | 1.3 | . | 0.6 | 1.4 | -0.7 | 1.2 | .
PfHsp40 yeast | -2.0 | 0.1 | -1.0 | 0.5 | -1.9 | 1.0 | 1.4 | 3.9 | -0.5 | 7.3 | 0.4 | -0.5
Anthrax LF prot | 2 | 1 | 0 | -3 | 1 | -1 | 1 | -2 | -5 | 0 | 2 | 0
BoNT F protease | 7 | -4 | 8 | 2 | 1 | 1 | 0 | 5 | -11 | 4 | 0 | 0
BoNT-A LC inh2 | 0.6 | -2.4 | 0.6 | -1.6 | -0.2 | 3.1 | 0.6 | -0.4 | -0.6 | 0.7 | -0.4 | -0.8

13: Cc1c(NC(=O)Cn2nc(C(F)(F)F)c3c2CCCC3)c(=O)n(-c2ccccc2)n1C

entry no. | 13
PrPC surface inh | 2
FadD28 binding | -5.7
Y pestis TopoI | -4
CCHF vOTU inh | 3
TcdB inh | .
PfHsp40 yeast | -0.4
Anthrax LF prot | 0
BoNT F protease | -9
BoNT-A LC inh2 | 0.0

The list itself, from the first entry:
1: Cc1ccc(S(=O)(=O)N2CCOCC2)cc1NC(=O)COc1ncnc2ccccc12
2: COc1ccc(CCNC(=O)c2cc(-c3ccncc3)nc3ccc(S(=O)(=O)N4CCOCC4)cc23)cc1OC
3: COc1ccc(/C=C/C(=O)N(C)C2CCS(=O)(=O)C2)cc1OC (stereo not given)
4: COCCCN(C(=O)CCOc1ccc(C(C)(C)C)cc1)c1c(N)n(Cc2ccccc2)c(=O)[nH]c1=O
5: O=C(Cc1cccs1)N1CCN(S(=O)(=O)c2ccc(Br)cc2)CC1
6: COc1ccc(C(C)=O)cc1COC(=O)CSCC(=O)Nc1ccc(C)cc1
7: Cn1nnnc1SCC(=O)N1c2ccccc2Sc2ccccc21
8: COc1cccc(C(=O)NC(=S)NCc2ccco2)c1
9: CCn1c(=O)c2c(nc3n2CCCN3CCc2ccc(OC)c(OC)c2)n(C)c1=O
10: CC(C)OC(=O)CC1C(=O)NCCN1C(=O)COc1ccc(C(C)(C)C)cc1 (stereo not given)

entry no. | 1 | 2 | 3 | 4 | 5 | 6 | 7 | 8 | 9 | 10
PrPC surface inh | 7 | -4 | 0 | 3 | 2 | -6 | 5 | 7 | -3 | 8
FadD28 binding | -2.2 | -1.7 | -2.9 | -1.0 | -3.5 | -1.0 | -3.1 | -3.3 | . | -6.1
Y pestis TopoI | 5 | -2 | 0 | 25 | 14 | 15 | 2 | 1 | 6 | 13
CCHF vOTU inh | -4 | -11 | -4 | 4 | -1 | -4 | 19 | -10 | -12 | -12
TcdB inh | . | 1.1 | 2.1 | -0.6 | 0.3 | 1.3 | . | 0.6 | 1.4 | -0.7
PfHsp40 yeast | -2.0 | 0.1 | -1.0 | 0.5 | -1.9 | 1.0 | 1.4 | 3.9 | -0.5 | 7.3
Anthrax LF prot | 2 | 1 | 0 | -3 | 1 | -1 | 1 | -2 | -5 | 0
BoNT F protease | 7 | -4 | 8 | 2 | 1 | 1 | 0 | 5 | -11 | 4
BoNT-A LC inh2 | 0.6 | -2.4 | 0.6 | -1.6 | -0.2 | 3.1 | 0.6 | -0.4 | -0.6 | 0.7

11: CCCNC(=O)C1CC(c2ccc(C(F)(F)F)cc2)=NO1 (stereo not given)
12: COc1cc(/C=N/NC(=O)c2ccc(-c3ccccc3)cc2)cc(OC)c1OC
13: Cc1c(NC(=O)Cn2nc(C(F)(F)F)c3c2CCCC3)c(=O)n(-c2ccccc2)n1C
14: CCOC(=O)Cn1nnc(-c2ccc(S(C)(=O)=O)cc2)n1
15: O=C(CN1C(=O)NC2(CCCCC2)C1=O)Nc1ccc2c(c1)OCCCO2
16: Cc1nc(SCC(=O)Nc2ccc(F)cc2)c(C#N)c(C)c1CC(=O)c1ccc(Br)cc1
17: O=C(NCC1OCCc2ccccc21)c1ccco1 (stereo not given)
18: CN1CCN(c2cc(=O)n(-c3ccc(Cl)cc3)c(=O)[nH]2)CC1
19: COc1cccc(CNc2nc(NCc3cccs3)nc3ccsc23)c1
20: CN1C(=O)N(C)C2(c3ccccc3)N(C(C)(C)C)C(=O)NC12c1ccccc1 (stereo not given)

entry no. | 11 | 12 | 13 | 14 | 15 | 16 | 17 | 18 | 19 | 20
PrPC surface inh | -2 | 6 | 2 | -1 | 11 | 2 | 3 | 6 | 19 | -3
FadD28 binding | -3.6 | -6.7 | -5.7 | -1.5 | -0.3 | -1.0 | -2.5 | -1.8 | -6.1 | -0.1
Y pestis TopoI | 5 | 22 | -4 | -6 | 5 | 2 | 0 | 0 | 3 | 5
CCHF vOTU inh | 8 | -21 | 3 | -8 | 10 | -3 | 0 | -4 | 16 | -6
TcdB inh | 1.2 | . | . | . | -4.2 | . | . | 0.2 | -0.3 | 1.2
PfHsp40 yeast | 0.4 | -0.5 | -0.4 | -0.5 | -0.7 | -1.9 | -0.3 | -0.1 | . | 0.1
Anthrax LF prot | 2 | 0 | 0 | -2 | . | -1 | 0 | -1 | 3 | 0
BoNT F protease | 0 | 0 | -9 | -2 | . | -2 | -2 | -7 | -6 | -4
BoNT-A LC inh2 | -0.4 | -0.8 | 0.0 | -0.5 | . | 0.6 | -0.1 | -0.5 | -0.3 | -1.0

21: COCCNC(=O)C1CCCN(Cc2ccccc2F)CC1 (stereo not given)
22: Cn1c(=O)c2ccccc2n(CC(=O)NC2CCCC2)c1=O
23: Cc1nn(C)c(C(=O)Nc2cccc(CN3CCOCC3)c2)c1Br
24: CCOC(=O)c1c(CSc2ccccc2)n(C)c2ccc(O)cc12
25: Cc1noc(C)c1CCC(=O)Nc1c(C(C)C)cccc1C(C)C
26: O=C(NNC(=O)C1C2CCC(C2)C1C(=O)O)c1cccc(Cl)c1 (stereo not given)
27: CC(Sc1ncc(C#N)c(N)n1)C(=O)Nc1ccccc1 (stereo not given)
28: COc1ccc(OC)c(C(C)NC(=S)Nc2ccc(S(=O)(=O)Nc3ncccn3)cc2)c1 (stereo not given)
29: O=c1oc2ccccc2cc1-c1csc(Cc2nc(-c3ccc(Br)cc3)cs2)n1
30: O=C(COC(=O)c1ccc([N+](=O)[O-])o1)NCc1ccc(F)cc1

entry no. | 21 | 22 | 23 | 24 | 25 | 26 | 27 | 28 | 29 | 30
PrPC surface inh | . | 0 | 3 | 6 | 8 | 3 | 2 | 1 | -4 | -34
FadD28 binding | -1.7 | -2.0 | 0.7 | -2.4 | -0.7 | 0.0 | -2.8 | -3.0 | -1.0 | 0.0
Y pestis TopoI | 3 | 2 | 4 | -6 | 3 | 8 | -2 | 8 | 4 | 5
CCHF vOTU inh | . | -4 | 8 | 2 | 8 | 7 | 2 | -22 | -13 | 19
TcdB inh | . | -11 | 0.0 | -0.2 | 0.8 | -2.3 | . | -1.5 | . | -1.7
PfHsp40 yeast | . | -0.8 | -1.9 | -0.8 | 0.8 | 0.3 | -1.8 | 0.2 | 2.0 | 223*
Anthrax LF prot | 1 | -3 | 2 | -6 | 0 | -2 | -1 | -1 | 1 | -6
BoNT F protease | -5 | 4 | -3 | -2 | -7 | -2 | 4 | 15 | 0 | 6
BoNT-A LC inh2 | 0.0 | -1.1 | -0.6 | 0.6 | -1.3 | 0.8 | 1.0 | -0.3 | ? | -0.1

Copied from the list.
Result for Cc1nn(C)c(C(=O)Nc2cccc(CN3CCOCC3)c2)c1Br under BoNT-A LC inh2: -0.6
Result for CN1C(=O)N(C)C2(c3ccccc3)N(C(C)(C)C)C(=O)NC12c1ccccc1 (stereo not given) under PrPC surface inh: -3

Continuation.
31: Cc1ccc(Nc2nnc(SCc3cc(=O)n4ccsc4n3)s2)c(C)c1
32: COc1ccc(NC2=NC(C)(CO)CS2)cc1 (stereo not given)
33: COc1cccc(NC(=O)C2c3cc(OC)c(OC)cc3C(=O)N(C)C2c2cccnc2)c1 (stereo not given)
34: CCC(=O)N1CCc2cc(S(=O)(=O)CCC(=O)NCCC3=CCCCC3)ccc21
35: O=C(NCc1ccncc1)[C@@H]1CCCN1C(=O)[C@@H]1CCCN1C(=O)c1cccc2ccccc12
36: CCNC(=O)c1cccc(NC(=O)CN2C(=O)NC3(CCCCC3)C2=O)c1
37: O=C(c1ccco1)N1CCN(c2ccc([N+](=O)[O-])cn2)CC1
38: O=C(c1ccc2c(=O)n3c(nc2c1)CCCCC3)N1CCc2ccccc21
39: O=C(NCC(c1cccs1)N1CCOCC1)c1cc2ccccc2oc1=O (stereo not given)
40: Cc1ccc(-n2c(SCC(=O)Nc3cc(C)on3)nc3c([nH]c4ccccc43)c2=O)cc1

entry no. | 31 | 32 | 33 | 34 | 35 | 36 | 37 | 38 | 39 | 40
PrPC surface inh | 7 | -3 | -3 | 10 | 2 | 0 | -22 | 2 | -2 | 4
FadD28 binding | -0.6 | -3.5 | 0.2 | 0.1 | . | -2.4 | 0.4 | -0.7 | ? | 0.1
Y pestis TopoI | -3 | 0 | -10 | 16 | . | -13 | -6 | 21 | -12 | 32
CCHF vOTU inh | 23 | -6 | 4 | -4 | -8 | -5 | 12 | -10 | -4 | 3
TcdB inh | . | -0.7 | . | . | 0.0 | 1.3 | -1.4 | -1.0 | 1.8 | 2.0
PfHsp40 yeast | -0.4 | -0.5 | 0.3 | 2.5 | . | 0.4 | -0.1 | -0.4 | 0.3 | 0.6
Anthrax LF prot | 0 | 1 | 0 | 0 | -6 | -2 | 11 | 2 | -8 | -4
BoNT F protease | -14 | 9 | 8 | 18 | -1 | 2 | 3 | -2 | -6 | -1
BoNT-A LC inh2 | -0.3 | 0.7 | 0.4 | 1.1 | 0.5 | -0.8 | 0.6 | -0.2 | 0.3 | -0.7

41: CCc1ccc(OCCCC(=O)NCc2ccccc2)cc1
42: Nc1nnc(CCC2CCCCC2)s1
43: O=C(CNCc1cccs1)Nc1ccc(S(=O)(=O)N2CCCCC2)cc1
44: Cc1ccc(C(=O)CSc2nnc(-c3ccc4[nH]c(C)c(C)c4c3)o2)cc1C

entry no. | 41 | 42 | 43 | 44
PrPC surface inh | -2 | 2 | 4 | -1
FadD28 binding | -1.4 | 0.4 | 3.1 | -1.3
Y pestis TopoI | -1 | -1 | 5 | -4
CCHF vOTU inh | -3 | -6 | -6 | -14
TcdB inh | . | . | 0.5 | .
PfHsp40 yeast | -0.6 | 0.1 | -1.1 | -0.1
Anthrax LF prot | -1 | -1 | -2 | -4
BoNT F protease | -3 | -9 | -11 | 0
BoNT-A LC inh2 | 0.2 | -0.7 | -0.2 | -0.4

High-throughput results from PubChem BioAssay.

Not a hit list, and some 2.3% of all compounds hit somewhere here.
